# High-throughput results as filed in PubChem BioAssay.
# hcGAS lum: human cGAS inhibition. recombinant h-cGAS, ATP depletion, Kinase-Glo luminescence. inhibition, % at 12.5 µM. 0.081% of 290,000 active;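 note: 0% = vehicle reaction and 100% = reaction without DNA for no activity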
# Target sequence (Q8N884 whole entry, looked up): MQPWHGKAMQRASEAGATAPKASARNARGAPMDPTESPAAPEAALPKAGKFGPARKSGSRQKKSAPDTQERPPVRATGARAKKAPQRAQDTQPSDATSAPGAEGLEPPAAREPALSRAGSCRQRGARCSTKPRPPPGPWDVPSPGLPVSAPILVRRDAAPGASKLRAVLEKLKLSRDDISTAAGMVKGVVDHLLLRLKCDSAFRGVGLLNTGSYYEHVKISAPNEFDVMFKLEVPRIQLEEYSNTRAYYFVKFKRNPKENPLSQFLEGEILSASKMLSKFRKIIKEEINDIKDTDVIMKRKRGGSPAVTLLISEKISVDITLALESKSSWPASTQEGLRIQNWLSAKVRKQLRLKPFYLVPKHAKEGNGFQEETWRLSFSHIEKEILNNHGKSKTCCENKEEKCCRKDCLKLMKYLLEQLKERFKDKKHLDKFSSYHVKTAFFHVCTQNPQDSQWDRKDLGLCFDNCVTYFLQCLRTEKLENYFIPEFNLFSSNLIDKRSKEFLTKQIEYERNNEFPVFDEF
# mcGAS inh: inhibitors of mouse cGAS; Q8C6L5; recombinant cGAS, Kinase-Glo ATP depletion luminescence; inhibition, % at 12.5 µM; 0.15% of 160,000 active; AID 1259399;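 note: 0% = negative control wells and 100% = reference inhibitor with no enzyme activity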
# NPYLR7 ag: activates Aedes aegypti NPYLR7 receptor | AID 1259423 | activation, % at 10 µM | 0.15% of 270,000 active | HEK293T NPYLR7/Galpha15, GCaMP6s calcium fluorescence; in the data active = activation above about 40%;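 note: 0% = vehicle and 100% = reference agonist at the receptor; some compounds past the cut are filed as inactive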
# Active calls of the source: *; . = no result given; & = joins results of further samples. Cut-off read from the data, not from the text of the source, unless noted: active = inhibition above about 40%; inactive = the rest.
SMILES,hcGAS lum,mcGAS inh,NPYLR7 ag
Oc1[nH]c2ccc(Br)cc2c1N=Nc1ccc2c(Cl)cc(Cl)c(O)c2n1,2,-4,-5
Cc1cc(N2CCC(c3ccc(O)cc3)CC2)n2nc(C(F)(F)F)nc2n1,-5,.,9
COCCNC(=O)c1c(C#N)ccn1-c1ccc(F)c(Cl)c1,-5,-4,.
O=C(Nc1cccc(-c2cccc(F)c2)c1)C1CCN(CC2CC2)CC1,-1&-6,.,-7&0
CN(C)C(=O)CN1C(=O)C(CCC(=O)NCc2ccc(N(C)C)cc2)NC(=O)c2ccccc21 (stereo not given),-5,.,15
Cn1c(C2CCCN(S(C)(=O)=O)C2)nn(Cc2ccc(Cl)cc2Cl)c1=O (stereo not given),-5,-7,-4
O=S(=O)(NCc1cn2ccccc2n1)c1ccc2c(c1)OCCO2,-9,.,0
CCc1cccc(NC(=O)CCC(=O)N2CCOCC2CC(=O)O)c1 (stereo not given),1,-9,-5
NC(=O)C1CCCCN1C(=O)CSc1nnc(Nc2ccccc2F)s1 (stereo not given),14,.,1
COc1ccc(-c2nnc(OC)c3ccccc23)cc1,-2,.,-3
O=CN1CCN(CN2C(=O)C(=O)c3ccccc32)CC1,-8,-5,-1
Cc1ccccc1-c1cnc(-c2ccncc2)nc1C1CCCN(C(=O)c2ccc3ccccc3c2)C1 (stereo not given),-5,-11,28

# Quoted at random: 4 entries already listed.
SMILES,hcGAS lum,mcGAS inh,NPYLR7 ag
CN(C)C(=O)CN1C(=O)C(CCC(=O)NCc2ccc(N(C)C)cc2)NC(=O)c2ccccc21 (stereo not given),-5,.,15
O=CN1CCN(CN2C(=O)C(=O)c3ccccc32)CC1,-8,-5,-1
Cn1c(C2CCCN(S(C)(=O)=O)C2)nn(Cc2ccc(Cl)cc2Cl)c1=O (stereo not given),-5,-7,-4
O=S(=O)(NCc1cn2ccccc2n1)c1ccc2c(c1)OCCO2,-9,.,0

# Next section
SMILES,hcGAS lum,mcGAS inh,NPYLR7 ag
C[C@@H]1[C@H]2C[C@@H](C[C@H]1NC(=O)c1cccc(C(=O)N[C@@H]3C[C@@H]4C[C@H]([C@H]3C)C4(C)C)n1)C2(C)C,-2,-5,-6
COC(=O)C(c1cc(F)ccc1F)N(C)C(=O)Cn1cccc(C(F)(F)F)c1=O (stereo not given),-2,.,0
COc1ccccc1CCNC(=O)c1ccccc1N1CCC(NC(=O)CCc2ccccc2)CC1,-2,.,4
C=CCn1c(SCc2cccc(C(F)(F)F)c2)nnc1-c1cccc(C)c1,-8,-6,-4
N#CCSc1nnc(-c2cccc(S(=O)(=O)N3CCOCC3)c2)o1,-5,-8,3
O=[N+]([O-])c1ccc(Cl)c(S(=O)(=O)Nc2cccc(S(=O)(=O)NC3=NCCC3)c2)c1,-5,.,-3
CCC(c1nc2ccccc2c(=O)n1CC)N(CC(C)C)C(=O)c1ccc(Cl)cc1Cl (stereo not given),-2,-4,7
CNc1nc2cnc(Nc3ccccc3)cc2n1-c1cccc(C(F)(F)F)c1,-4,-6,1
CC(=O)c1ccc(CN2CCCN(c3ccc(F)cc3)CC2)cc1,-5,-17,4
COc1ccc2nc(-c3ccc(NS(=O)(=O)c4ccccc4Cl)cc3)cn2n1,-4,-10,-7
CCN1CCN(C(=O)Nc2cn(CCOC)c3ccccc23)CC1,-17,.,21
O=C(NC1CCN(c2ccccc2C(=O)N2CCOCC2)CC1)c1ccc(C(F)(F)F)cc1,-8,-6,0

# 3 entries from above, reformatted:
# Results follow in this order: hcGAS lum	mcGAS inh	NPYLR7 ag
> O=[N+]([O-])c1ccc(Cl)c(S(=O)(=O)Nc2cccc(S(=O)(=O)NC3=NCCC3)c2)c1
  -5	.	-3
> CCC(c1nc2ccccc2c(=O)n1CC)N(CC(C)C)C(=O)c1ccc(Cl)cc1Cl (stereo not given)
  -2	-4	7
> CNc1nc2cnc(Nc3ccccc3)cc2n1-c1cccc(C(F)(F)F)c1
  -4	-6	1

# (listing goes on)
SMILES,hcGAS lum,mcGAS inh,NPYLR7 ag
O=C(Nc1cccc(-c2ccc(N3CCCCC3)nn2)c1)C(F)(F)F,2,-2,-3
O=C1NC(=S)N/C1=C/c1cccc([N+](=O)[O-])c1,-1,2,2
O=c1[nH]c(=O)n(Cc2ccn(-c3ccc(F)cc3)n2)cc1Cl,-3&-8,.,-19&-1
Cc1ccc(-c2cc(CO)ccn2)c2cccnc12,1,.,0
CC1(C)SC(=NN=Cc2cccc(OS(=O)(=O)c3ccc(Br)cc3)c2)NC1=O,-2,-1,-3
COc1cc2nc(NC(=O)CN3CCSC3=O)sc2cc1OC,-4,.,7
CN(CC(O)c1ccccc1)C(=O)c1ccc2nc(C3CCCCC3)oc2c1 (stereo not given),-10,.,7
CCCc1cc(C(=O)N2CCC3(CC2)Nc2ccccc2NC3=O)n(C)n1,-9,-17,-1
CC(C)CN1CC[C@]2(CO)CN(Cc3cc(C(F)(F)F)ccc3Cl)C[C@@H]2C1,6,2,.
O=C(Nc1nnc(-c2ccc(Cl)cc2)o1)c1ccncc1,-6,.,2
O=C(C1CCC(CNc2c(N3CCCC3)c(=O)c2=O)CC1)N1CCCCC1 (stereo not given),-7,-6,3
COCCC(=O)Nc1ccc2c(c1)CN(Cc1cc(CC(C)C)n[nH]1)CC2,-1,-4,8
C=CCNC(=S)N=C1CCN(c2ccccc2)N1,-10,.,-2
Cc1ccc(S(=O)(=O)N2CCC(C(=O)NCC3(N(C)C)CCCCC3)CC2)cc1C,7,.,-2
c1ccc(CSc2nnc(-c3cccnc3)o2)cc1,-10&-15,.,24&8
O=C(COc1ccc(Cl)cc1)N1CCCC(OCc2cccc(Cl)c2)C1 (stereo not given),-4,-4,-2
COc1ccc(N(CCC(=O)O)S(=O)(=O)c2ccc(C)c(C)c2)cc1,-8,.,-1
CC(c1ccc(F)c(F)c1)N(C)C(=O)c1cc(Cl)c[nH]1 (stereo not given),-10,-6,8
Cc1cc(F)ccc1NC(=O)C(C)NC(=O)c1cc(C(C)C)on1 (stereo not given),-3,.,9
COCc1cc(CN2CCCC(Nc3ccc(OC)c(OC)c3)C2)ccc1OC (stereo not given),-11,-14,19
C=CCn1cc(CN2CCN(c3ccccc3OCC)CC2)c(C)n1,5,.,-9
O=C(NCC1CCCCC1)c1cccnc1Oc1cccc([N+](=O)[O-])c1,-2,-2,-10
O=C(O)C1CC1c1ccc(OCc2ccccc2)cc1 (stereo not given),-7,.,7
CCc1nc(N2CCN(S(=O)(=O)c3ccc(Br)cc3)CC2)c2c3c(sc2n1)CCCC3,-7,-4,-1

# Full records from above. Values in the order: hcGAS lum | mcGAS inh | NPYLR7 ag
# O=C(Nc1cccc(-c2ccc(N3CCCCC3)nn2)c1)C(F)(F)F is listed with 2 | -2 | -3
# CC(c1ccc(F)c(F)c1)N(C)C(=O)c1cc(Cl)c[nH]1 (stereo not given) is listed with -10 | -6 | 8

# More results
SMILES,hcGAS lum,mcGAS inh,NPYLR7 ag
CCOc1ccc(-c2cncnc2)cc1,-1,.,3
CCCCn1c(=O)c2c(nc3n2C(C)C(C)=NN3CC(=O)OC)n(C)c1=O (stereo not given),0,-6,9
CN1CCCn2nc(C(=O)N[C@H]3COC[C@@H]3N3CCOCC3)cc2C1,-5,.,-2
CCn1c(=S)[nH]c2cc(S(N)(=O)=O)ccc21,-3,-5,9
CC1=NN(c2ccc(S(N)(=O)=O)cc2)C(=O)/C1=C\c1ccc2c(c1)OCO2,7,1,-8
COc1ccccc1CCC(=O)N1CCC2(CC1)OCc1cc(-c3ccc(F)cc3F)ccc1O2,-2,-5,1
COc1ccccc1C(=O)C=Cc1ccc(C(=O)O)cc1,-7,.,27
Cc1nc(=O)c(-c2ccccc2)c(C)n1-c1ccccc1O,-3,-6,80*
Cc1ccc(CN(CCc2ccccc2)C(=O)CN(Cc2ccc([N+](=O)[O-])cc2)CC2CCCO2)o1 (stereo not given),-4,-6,-2
CC(c1ccc2c(c1)OCCO2)N(C)C(=O)c1cccc(-n2cnnc2)c1 (stereo not given),0,-12,-6
O=C(CC(NCCC1=CCCCC1)C(=O)O)Nc1ccccc1Cl (stereo not given),-9,.,2
CCN(C)S(=O)(=O)N1CC[C@@]2(O)CCN(c3cnccn3)C[C@H]2C1,0,-3,.

# A different layout for some results above:
Compound: CN1CCCn2nc(C(=O)N[C@H]3COC[C@@H]3N3CCOCC3)cc2C1
- hcGAS lum: -5
- mcGAS inh: .
- NPYLR7 ag: -2
Compound: Cc1ccc(CN(CCc2ccccc2)C(=O)CN(Cc2ccc([N+](=O)[O-])cc2)CC2CCCO2)o1 (stereo not given)
- hcGAS lum: -4
- mcGAS inh: -6
- NPYLR7 ag: -2
Compound: CCN(C)S(=O)(=O)N1CC[C@@]2(O)CCN(c3cnccn3)C[C@H]2C1
- hcGAS lum: 0
- mcGAS inh: -3
- NPYLR7 ag: .

# Further records:
SMILES,hcGAS lum,mcGAS inh,NPYLR7 ag
COc1cccc(-c2cc(C(=O)N3CCCC3)n3nc(C(C)(C)C)cc3n2)c1,-4,-9,10
Cc1ccoc1C(=O)N(C)Cc1nc(C(C)C)no1,-6,-10,-7
COc1cccc(-c2noc3c2CN(C(=O)C#Cc2ccccc2)CC3)c1,-7,.,19
CCCCN(Cc1cccn1Cc1ccc(Br)cc1)C(=O)CN(CCC)C(=O)C12CC3CC(CC(C3)C1)C2,3,0,.
N#Cc1cccnc1Sc1nnc(-c2ccccc2Cl)o1,1,-4,2
CC(C)CC1NC(=O)c2ccccc2N(CC(=O)N2CCc3ccc(Br)cc3C2)C1=O (stereo not given),-6,.,1
CCC(C(=O)N(CC(=O)N(Cc1ccc(F)cc1)Cc1ccco1)C(C)C)c1ccccc1 (stereo not given),-3,-5,.
Cc1cc(=O)[nH]c(SCc2cc(-c3ccco3)on2)c1C#N,9,9,-2
O=C(c1nnn(-c2ccccc2)c1-c1ccccc1)N1CCOCC1,3,-3,-9
CCONC(=O)c1csc(CSc2nnc(-c3ccncc3)n2-c2cccc(Cl)c2)n1,-9,-6,17
CSCc1ccc(C(=O)N2CCC(n3nc(C)cc3C)C2)o1 (stereo not given),-5,.,13
O=C(N1CCN(c2nccc(-c3ccc4c(c3)OCO4)n2)CC1)C(F)(F)C(F)F,-8,-7,5
CCNc1ncc(-c2nn3c(C(C)C)nnc3s2)cn1,-6,.,-1
CC(C)C12C=CC(C)(CC1)C1C(=O)N(c3ccccc3)C(=O)C12 (stereo not given),3,.,0
Cc1cc(OCCCN2CCOC2=O)nnc1C,2,.,0
CCCCN(Cc1cccn1Cc1cccc(C)c1)C(=O)CN(CCC)C(=O)c1cccc(Br)c1,-2,-5,0
O=C1NC2(CCC(c3ccccc3)CC2)Nc2c1cnn2-c1ccc(F)cc1 (stereo not given),-6,.,0
Cc1noc(C)c1CC1(C)C(=O)Nc2cc(-c3ccccc3Cl)ccc21 (stereo not given),4,2,-2
CNc1nc(OC)nc(Oc2ccc(C(=O)OC)cc2)n1,-7,.,-2
CCC(C)C(NCC(O)COC)c1nc(-c2cccc(C(F)(F)F)c2)no1 (stereo not given),3,-5,.
CCCCCCC[n+]1cccc2ccccc21,-2,.,5
COCCN1CCCC2(CCN(Cc3ccc(Oc4ncccn4)cc3)C2)C1 (stereo not given),-7,.,3
C=CCN(Cc1nc2scc(-c3cccc(Cl)c3)c2c(=O)[nH]1)CC(O)Cc1ccccc1 (stereo not given),-6,-4,13
O=C(Nc1nnc(SCc2cc(F)cc(F)c2)s1)c1ccco1,-2,0,-3
Cc1ccsc1CN1CCOc2ccc(CN3CCC(Oc4cccnc4)CC3)cc2C1,-6,-10,3
C=CC[C@H]1CC(C)=C[C@H](CC=C)N1C(=O)CCN1CCCC1=O,4,.,2
NS(=O)(=O)c1ccc(CCNC(=O)C2CCN(c3ncc(C(F)(F)F)cc3Cl)CC2)cc1,-4,-4,4
Cc1cc(C=NNC(N)=S)c(O)c(C=NNC(N)=S)c1,1,.,7
Cc1nc2ccc(C(=O)N(C)CCC(O)c3ccccc3)cc2nc1C (stereo not given),6,-4,-3
CC(C#N)c1cccc(C(=O)N2CCOC(c3ccccc3)C2)c1 (stereo not given),-6,-4,3
O=c1ccc(-c2ccco2)nn1CCNS(=O)(=O)c1cccs1,7,-6,-1
O=C(N=C1N=C2C=CC=CN2Cc2ccccc21)c1cc[n+]([O-])cc1,-7,.,6
CN(Cc1nc2ccc(Cl)cc2[nH]1)C(=O)c1cc(C2CC2)[nH]n1,-4,-9,1
CC(=O)N[C@@H]1C[C@H](Cc2ccccc2)O[C@H](c2ccc(-n3cncn3)cc2)C1,-3,-18,5
COCCN=c1scc(-c2ccc(OC(F)F)cc2)n1N=Cc1ccc(OC)c(OC)c1OC,-6,.,-2
CCCc1cc(=O)n(CC(=O)Nc2ccc(Cl)cc2)c(-n2nc(C)cc2C)n1,-12,-8,2
CC1(c2cccs2)NC(=O)N(CN2CCN(c3ncccn3)CC2)C1=O (stereo not given),-7,.,14
CCC(CC)C(=O)N1CCC(c2cn(Cc3ccc(C(F)(F)F)cc3)c3ccccc23)CC1,-9,-8,4
COc1ccc(N2CCN(CC(=O)N3CCC(O)CC3)C2=O)cc1,-13,.,-5
OCC1(Cc2ccccc2)CCN(Cc2cccc3ccccc23)CC1,-1,-4,13
Cc1ccc(-n2c(=O)cc(N3CCCCCC3)[nH]c2=O)cc1,-4,.,3
